# High-throughput results (PubChem)
# APJ ag – APJ receptor agonism; CHO-K1 APJ PathHunter beta-arrestin, luminescence; 0% DMSO wells, 100% apelin; 330,000 compounds, 0.11% hits; activation, % at 20 µM; P35414;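 active = activation more than six SD over the plate average, tested at 20 µM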;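 note: 0% = DMSO alone and 100% = apelin-13 at 10 nM; some results filed as inactive read as strong as hits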
# Target sequence (P35414 whole entry, looked up): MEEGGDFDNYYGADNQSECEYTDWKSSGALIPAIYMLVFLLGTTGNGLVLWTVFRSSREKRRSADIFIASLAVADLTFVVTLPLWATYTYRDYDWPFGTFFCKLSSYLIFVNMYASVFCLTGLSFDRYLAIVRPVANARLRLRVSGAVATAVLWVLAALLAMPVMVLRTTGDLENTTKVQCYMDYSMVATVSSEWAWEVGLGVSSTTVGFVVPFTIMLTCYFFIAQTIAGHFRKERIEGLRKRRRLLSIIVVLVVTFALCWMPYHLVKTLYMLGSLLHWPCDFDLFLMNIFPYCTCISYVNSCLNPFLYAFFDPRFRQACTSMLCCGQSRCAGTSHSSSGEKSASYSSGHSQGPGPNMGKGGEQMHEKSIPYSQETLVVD
#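 Test system: CHO-K1 APJ beta-arrestin complementation cell line. Amount: cell density 1000 per well. Controls: DMSO negative, 10 nM Apelin-13 positive. Signal: luminescent beta-gal fragment complementation, chemiluminescent substrate. Read-out basis: agonist-driven arrestin binding to APJ. Timing: compound stimulation 90 min at 25 °C, detection 60 min.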
# tim10-1 inh – tim10-1 yeast growth inhibition. S. cerevisiae tim10-1 ts strain growth, BacTiter-Glo, 24 h. inhibition, % at 20 µM. AID 463190. 330,000 compounds, 2.2% hits;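 active = inhibition of at least 40%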;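 note: mutant grown at 25 °C; 0% = DMSO wells with yeast and 100% = wells holding no yeast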
# CXCR6 inh – CXCR6 (human) receptor inhibition; O00574; CHO-K1 PathHunter CXCR6 beta-arrestin, luminescence; inhibition, % at 20 µM; 360,000 compounds, 0.36% hits; AID 602244; in the data active = inhibition above about 34%, passing the limit was not always enough;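 note: antagonist mode with CXCL16 agonist at 10 nM final; 0% = 10 nM CXCL16 with DMSO and 100% = unstimulated wells without agonist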
# Target sequence (O00574 whole entry, looked up): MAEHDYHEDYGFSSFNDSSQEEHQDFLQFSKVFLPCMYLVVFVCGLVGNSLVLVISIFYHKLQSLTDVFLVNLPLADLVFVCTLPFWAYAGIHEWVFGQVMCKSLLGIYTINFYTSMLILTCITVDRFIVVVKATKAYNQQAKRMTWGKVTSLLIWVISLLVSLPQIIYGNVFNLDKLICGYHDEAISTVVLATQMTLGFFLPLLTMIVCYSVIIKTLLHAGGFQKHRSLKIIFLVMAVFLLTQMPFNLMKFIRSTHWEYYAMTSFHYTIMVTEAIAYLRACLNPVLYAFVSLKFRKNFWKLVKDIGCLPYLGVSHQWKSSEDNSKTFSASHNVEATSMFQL
# TIM10 inh – inhibits growth of TIM10 yeast strain. AID 463195. inhibition, % at 10 µM. S. cerevisiae TIM10 strain growth, BacTiter-Glo luminescence, 24 h. 330,000 compounds, 1.4% hits;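 active = inhibition of 40% or more at the single tested concentration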;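 note: wild-type TIM10 isogenic control strain grown at permissive 25 °C; 0% = DMSO yeast wells and 100% = minimal medium wells without yeast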
# tim23-1 inh – inhibits growth of tim23-1 mutant yeast. inhibition, % at 20 µM. S. cerevisiae tim23-1 growth, BacTiter-Glo luminescence, 24 h. 330,000 compounds, 1.3% hits;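 active = growth inhibition of the mutant yeast at or above 50%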;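 note: temperature-sensitive mutant grown at 25 °C; plate controls were DMSO-treated mutant yeast for no effect and medium wells lacking yeast for full effect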
# UPR XBP1 act – adaptive UPR (XBP1) activation | activation, % at 20 µM | 330,000 compounds, 0.33% hits | CHO-XBP1 luciferase reporter, IRE1-XBP1 UPR activation, luminescence; percent of tunicamycin response, DMSO as zero;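 active = versus positive control, 20 µM dose yields 30% or more activation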;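 note: 100% = tunicamycin at 10 µg/mL and 0% = DMSO only wells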
#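 Material – CHO cell line with stable XBP1 luciferase reporter · Buffer or medium – F12 plus 10% FBS · Compound – single point, 20 µM final compound, 1% DMSO · Schedule – 16-18 h cell attachment at 37 °C, then 6 h compound exposure · Signal – Steady-Glo luminescence read · Benchmarks – high control tunicamycin 10 µg/mL final, low control DMSO vehicle only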
# Mdm2-MdmX inh – inhibitors of human Mdm2/MdmX interaction. SaOS-2 split-luciferase Mdm2/MdmX complementation, luminescence. inhibition, % at 8 µM. 330,000 compounds, 3% hits;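 active = inhibition of at least 50% at 8 µM in the primary screen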
# UPR CHOP act – activators of apoptotic arm of unfolded protein response (CHOP). CHO-CHOP luciferase reporter, UPR activation, luminescence; percent of tunicamycin response over DMSO baseline. activation, % at 10 µM. 330,000 compounds, 0.34% hits. AID 449763;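 active = at 10 µM dose, activation of 40% or more, normalized to positive control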;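 note: 100% = tunicamycin at 10 µg/mL and 0% = DMSO alone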
#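 Evaluation: % reporter activation, DMSO baseline versus tunicamycin full activation; System: CHO-CHOP luciferase reporter cell line; Input: 500 cells/well; Incubation: 6 h compound treatment, 37 °C; Measured by: Steady-Glo luciferase luminescence; Dosing: one dose, 10 µM in 0.5% DMSO; Buffer or medium: F12 medium, 10% FBS; Benchmarks: positive tunicamycin 10 µg/mL, negative DMSO alone.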
# APJ antag – blocks the human apelin receptor APJ | CHO-K1 APJ beta-arrestin complementation, luminescence | inhibition, % at 20 µM | P35414 | 330,000 compounds, 0.32% hits;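 active = inhibition above about 40% at 20 µM, limit read from the data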;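 note: cells challenged with 10 nM apelin-13 agonist together with compound; plate controls were apelin-13 plus DMSO wells for no effect and DMSO wells lacking apelin-13 for full effect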
# * marks the source's active call; other numbers are inactive results. Only part of the results is shown (hit frequency here may not be typical).
SMILES,APJ ag,tim10-1 inh,CXCR6 inh,TIM10 inh,tim23-1 inh,UPR XBP1 act,Mdm2-MdmX inh,UPR CHOP act,APJ antag
COc1ccc(C(=O)Cn2nnc(-c3ccccc3NC(=O)C3CC3)n2)cc1,-2,-1,-5,3,2,-1,4,-0.3,14
Cc1ccc(S(=O)(=O)NCCC(=O)NCc2ccccc2)cc1,-4,5,-1,-1,2,-1,-26,0.5,-10
CC1CCCCN1CCCNC(=O)C1CCN(c2nnc(-n3cccc3)s2)CC1 (stereo unspecified),-3,-1,-4,-5,-7,-2,19,-0.4,-49
CC(C)(C)SC(=O)CC1NS(=O)(=O)OCC1NC(=O)OCC(Cl)(Cl)Cl (stereo unspecified),-3,-24,-7,-5,-19,1,9,-0.3,-10
C/C(=N/NC(=O)C1CCCCC1)c1ccc([N+](=O)[O-])cc1,-2,13,1,3,11,-1,14,1.7,-4
Nc1c(NCc2ccccc2)c(=O)[nH]c(=O)n1Cc1ccccc1,0,2,-10,-4,7,0,-30,-0.6,7
O=C1CN(C(=O)c2ccccc2[N+](=O)[O-])C(c2ccccc2)c2cc(Br)ccc2N1 (stereo unspecified),-3,20,9,0,25,-5,8,-0.6,-4
Cc1ccccc1Cn1nc(C)c(NC(=O)c2noc3c2CCc2ccccc2-3)c1C,-1,13,2,4,17,-4,-1,-0.7,-1
Nc1nc2ccc(NC(=O)c3ccco3)cc2s1,1,-19,0,-2,11,-1,-8,4.9,-4
COc1cc(NC(=O)c2ccc3c(c2)OCCO3)ccc1NC(=O)c1ccccc1Cl,2,-12,3,1,7,13,18,3.8,-3
CCN(CC(=O)Nc1ccccc1OC)CC(=O)Nc1ccccc1C(F)(F)F,1,22,-2,22,-1,-1,28,-0.7,7
CC1(C)C(c2ccccn2)=[N+]([O-])C(C)(C)N1O,-1,16,7,13,14,-3,-6,1.2,-20

# Part of the list above, limited to UPR XBP1 act:
SMILES,UPR XBP1 act
Nc1nc2ccc(NC(=O)c3ccco3)cc2s1,-1
COc1cc(NC(=O)c2ccc3c(c2)OCCO3)ccc1NC(=O)c1ccccc1Cl,13

# New compounds follow.
SMILES,APJ ag,tim10-1 inh,CXCR6 inh,TIM10 inh,tim23-1 inh,UPR XBP1 act,Mdm2-MdmX inh,UPR CHOP act,APJ antag
CCCCN(C)C(=O)Cn1cnc2sc(C)cc2c1=O,-4,-11,1,-2,10,-3,13,-3.0,0
COc1ccc(NC(=O)CN(C)C(=O)c2ccc(-c3cccc(C(F)(F)F)c3)o2)cc1,3,-1,-10,1,9,-4,-2,1.4,-7
CC(=O)NCc1ccc(C(=O)CCl)cc1,-5,13,5,4,31,-3,-4,113*,11
Cc1cc2[nH]c(=O)c(=O)[nH]c2cc1S(=O)(=O)Nc1cccc(Cl)c1,-1,-3,7,-1,-8,-2,3,-0.7,9
COc1cc(NC2CCCCC2O)c2nc(-c3ccc(Cl)cc3)ccc2c1 (stereo unspecified),-2,33,-12,23,36,31*,47,26,-25
COc1cccc(/C=N/Nc2snc(SC)c2C#N)c1,-2,30,2,20,21,2,29,4.3,-17
CC(=O)Nc1cccc(-c2csc(Nc3ccc(Cl)cn3)n2)c1,-1,10,-18,26,-32,22,-142,5.2,-1
O/N=C/c1cn(-c2ccccc2)nn1,0,17,-8,8,13,-3,-2,-0.3,2
COc1ccc(Cl)cc1NC(=O)CCN1CCN(C)CC1,-1,-2,0,-6,-10,-2,-10,-0.6,6
CCc1cc(CNC(=O)C2CCC(=O)N(Cc3cccc(F)c3)C2)on1 (stereo unspecified),0,-10,-17,-12,-2,1,3,1.6,12
COc1cc(NCC(=O)Nc2cccc(S(=O)(=O)N3CCCCC3)c2)cc(OC)c1OC,1,0,-8,2,8,-4,31,1.0,-85
CCN(CC)c1ccc(N2C(=NC(=O)C3CCCO3)SC3CS(=O)(=O)CC32)cc1 (stereo unspecified),-4,14,-1,-3,5,-3,24,-0.3,27
Cc1nc2sc(C(=O)c3ccccc3)c(N)c2c2c1CCCC2,-6,42*,11,41*,52*,8,-5,4.2,3
CC1(C)OC(=O)C(=CNc2ccccc2)C(=O)O1,-2,-4,5,-5,11,-1,-20,1.9,-11
Cc1ccc[n+](C(C)C(=O)Nc2ccc(C)c([N+](=O)[O-])c2)c1 (stereo unspecified),-3,3,4,-1,9,-1,-5,-1.9,7
CCOC(=O)C(NC(=O)c1ccc(OC)cc1)(N1CCOCC1)C(F)(F)F (stereo unspecified),1,-1,-3,8,5,1,19,0.2,-9
COc1ccccc1C(=O)OCC(=O)N1CCC(Cc2ccccc2)CC1,-2,-7,-8,-5,21,2,-22,4.6,-3
Cc1cc(C)nc(SCC(=O)NN=C2CCCC2)n1,1,8,-2,6,5,-3,-12,0.1,-25
C=CCOC(=O)C(C#N)c1nc2ccccc2nc1N1CCN(c2ccccc2OCC)CC1 (stereo unspecified),-7,26,-3,-3,19,1,12,1.2,18
O=c1c2ccccc2sn1-c1ccc(F)cc1,0,30,-5,55*,35,-2,51*,11,-10
C=CCn1c(SCC(=O)NCCCC)nc2scc(-c3ccco3)c2c1=O,-2,24,6,18,-3,-1,-25,-0.7,6
Cc1sc(NC(=O)CS(=O)(=O)c2ccccc2)c(C(N)=O)c1C,1,5,-2,0,4,-1,18,2.5,10
Cc1ccccc1NC(=O)CN1C(=O)S/C(=C/c2cccnc2)C1=O,2,8,-9,17,21,-3,-9,-2.5,9
CC[C@]12c3[nH]c4ccccc4c3CCN1C(=O)C(CC(=O)NCc1ccc(OC)c(OC)c1)C[C@@H]2C(=O)N1CCN(C(=O)C2CC2)CC1 (stereo partly specified),-2,5,0,7,2,-1,7,-1.8,-1
CCn1cc(C2=NOC(C(=O)Nc3ccccc3C(=O)OC)C2)c(C)n1 (stereo unspecified),-3,15,0,19,12,-3,0,-0.6,5
Cc1ccc2cc(CCNC(=O)C3CCCCC3)c(=O)[nH]c2c1C,-4,-6,8,-2,-8,2,0,3.0,0
CC(C)Oc1ccc(C(=O)Nc2nnc(C3=COCCO3)o2)cc1,5,-2,6,-11,8,1,22,0.0,-47
Cc1cccc(NC(=O)CSCC(=O)Nc2ccc(S(=O)(=O)N3CCCCC3)cc2)c1,-3,10,-3,4,17,-2,14,2.4,8
CCOc1ccccc1Nc1nc2ccccc2n1C(C)C,2,9,3,-6,4,-2,13,2.4,10
Brc1ccc(-c2noc(COc3ccc4c(c3)CCC4)n2)o1,0,2,-2,4,18,0,13,1.1,-48
CCCCn1cnc2cc(C)c(C)cc21,-4,22,-1,27,-1,1,6,0.2,3
O=C(NCc1ccccc1)c1onc(CSc2nc3ccccc3[nH]2)c1C(=O)NCc1ccccc1,5,-1,1,9,6,0,8,1.4,10
Cc1ccccc1C(=O)N1CCC(C(=O)Nc2ccc(S(=O)(=O)N3CCCC3)cc2)CC1,3,10,2,6,16,-3,-1,-0.1,9
N#Cc1cc(C(=O)c2cc(Cl)ccc2O)cn(CC2CCCO2)c1=O (stereo unspecified),-1,29,4,-15,7,-3,-4,-0.7,6
Cc1ccccc1OCC(=O)NNC(=O)c1ccc(-c2ccccc2)cc1,-2,15,-1,16,12,-5,-22,-0.7,17
CCOC(=O)c1cccc(NC(=O)c2cnc3ccccc3n2)c1,-10,17,-8,20,11,2,6,5.1,11
CCCn1nc2cc(C(=O)NCC34CC5CC(CC(C5)C3)C4)ccc2c1OCC,-1,25,3,12,30,14,-32,-1.5,1
COc1ccc(CNC(=O)CN(C(=O)c2csnn2)c2ccccc2F)cc1,-5,12,4,-7,3,-4,28,-0.6,-6
COc1ccc(C(=O)COC(=O)CCN2C(=O)C3CC=CCC3C2=O)c(OC)c1 (stereo unspecified),-3,15,1,6,17,-4,-3,-3.0,-4
O=C(CSc1nnc(NC(=O)C2CCC2)s1)NC1CC1,3,-6,-3,8,5,-2,14,-1.2,-29
O=C(CSc1nnc(NC(=O)C2CC(=O)N(c3ccccc3)C2)s1)NCC1CCCO1 (stereo unspecified),-1,-6,3,-3,-7,-2,7,-0.4,14
C/C=C/CSc1nc2c(c(=O)[nH]c(=O)n2C)n1C(C)C,1,11,1,12,18,6,11,-0.6,-3
C/C(=N\NC(=O)c1nn(C)cc1Br)c1ccc(NC(=O)c2ccncc2)cc1,-2,-10,-2,-6,-1,-1,14,1.7,-21
Cc1ccc2c(c1C)NC(C)CC2C (stereo unspecified),-2,12,4,8,-2,-4,17,-0.8,8
CCCCN(C)C(=O)c1nc2ccccn2c1CN1CCN(C(=O)c2cccs2)CC1,-5,11,-6,8,7,1,13,-1.7,10
COc1ccc(/C=C(/NC(=O)c2ccco2)C(=O)Nc2cccc(C(=O)O)c2)cc1,-1,-26,-7,9,10,-1,-8,2.6,8
CCCC(=O)c1c[nH]c(C(=O)NCc2cccnc2)c1,-2,-18,4,-5,-15,3,-11,-1.6,13
Cc1ccnc2nc(C(=O)Nc3nccs3)nn12,-2,-13,6,-9,-5,2,1,1.8,8
O=C(NCC(c1ccc(F)cc1)N1CCOCC1)c1ccc(Br)o1 (stereo unspecified),-3,2,9,-2,5,-1,-4,-1.1,-4
CCCCCCCC(=O)Nc1cc(C(=O)NCc2ccc(C)cc2)ccc1N1CCC2(CC1)CC(c1ccccc1)=NO2,-5,-13,3,-6,5,-1,44,-2.2,6
Cc1ccc(-c2noc(CCC(=O)Nc3ccccc3C)n2)cc1,-5,19,-5,-1,3,2,14,-0.5,10
COc1cc2[nH]c(=S)nc(Nc3ccc(NC(C)=O)cc3)c2cc1OC,-3,5,2,-1,7,-5,-19,-0.9,-10
CCOC(=O)c1ccc(NC(=O)CCc2nnc3ccc(N4CCCC4)nn23)cc1,6,5,-11,-3,21,-8,-13,0.9,-30
CC1CCCC(NC(=O)c2cc(-c3ccncc3)nc3ccccc23)C1C (stereo unspecified),9,37,17,5,19,-2,-5,-1.8,13
COc1cccc(Oc2nccc(N(C)C)c2C#N)c1,2,3,5,-2,17,2,-2,1.8,-1
COc1ccc(NC(=O)c2cc(CC(C)C)on2)cc1OC,-1,17,-6,-8,22,1,7,3.4,19
CCc1nc2ccccc2c(=O)n1NC(=O)c1c(O)c2cccc3c2n(c1=O)CCC3,-1,-43,1,-1,19,6,17,-2.0,-4
CCOCCCNC(=O)c1c[nH]c2ccc(C)cc2c1=O,1,14,5,4,3,-2,19,-0.5,-27
O=C(Nc1ccc2c(c1)OCCO2)c1cncc(Br)c1,18,-3,-3,-11,15,-2,-77,-1.1,-6
Cc1cc(F)ccc1S(=O)(=O)N1CCCOC1CNC(=O)C(=O)NCCCN1CCOCC1 (stereo unspecified),-7,4,6,8,9,-5,-15,-0.9,7
